A3G deaminase = inhibitors of human APOBEC3G DNA deaminase; recombinant A3G, ssDNA deamination FAM/TAMRA fluorescence; inhibition, % at 20 µM; actives 0.28% (n = 330,000); AID 493012; Q9HC16;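 active means inhibition of at least 40% at 20 µM, with no more than 30% in the related APOBEC3A deaminase screen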;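 further: plate controls were DMSO wells with A3G for no effect and wells lacking A3G enzyme for full effect; some compounds called inactive have numbers as strong as hits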
Target sequence (Q9HC16 whole entry, looked up): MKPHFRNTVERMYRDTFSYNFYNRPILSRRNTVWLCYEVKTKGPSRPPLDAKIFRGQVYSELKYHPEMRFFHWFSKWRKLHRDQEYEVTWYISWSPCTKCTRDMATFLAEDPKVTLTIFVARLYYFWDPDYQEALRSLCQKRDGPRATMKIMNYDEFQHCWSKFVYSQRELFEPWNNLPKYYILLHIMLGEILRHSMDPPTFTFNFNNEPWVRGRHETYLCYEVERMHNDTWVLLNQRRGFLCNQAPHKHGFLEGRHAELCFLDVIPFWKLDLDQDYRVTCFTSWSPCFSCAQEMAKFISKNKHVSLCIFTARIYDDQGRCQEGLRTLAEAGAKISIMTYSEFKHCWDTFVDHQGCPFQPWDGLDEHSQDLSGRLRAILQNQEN
SENP6 block = SENP6 protease inhibition; Q9GZR1; Recombinant SENP6 catalytic domain, aminoluciferin luminescence; inhibition, % at 10 µM; actives 1.8% (n = 330,000);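 active means inhibition above about 50% at the single tested dose, limit read from the data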;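 further: plate controls were DMSO wells with enzyme for no effect and DMSO wells lacking enzyme for full effect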
SENP7 block = blocks the human protease SENP7 | actives 1.5% (n = 330,000) | Q9BQF6 | inhibition, % at 5 µM | recombinant SENP7, Z-RLRGG-aminoluciferin luminescence, 40 min;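 active means inhibition above about 50% at the single test dose, limit read from the data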;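 further: plate controls were DMSO with enzyme for no effect and no enzyme buffer wells for full effect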
Target sequence (Q9BQF6 706-1050 limits assumed): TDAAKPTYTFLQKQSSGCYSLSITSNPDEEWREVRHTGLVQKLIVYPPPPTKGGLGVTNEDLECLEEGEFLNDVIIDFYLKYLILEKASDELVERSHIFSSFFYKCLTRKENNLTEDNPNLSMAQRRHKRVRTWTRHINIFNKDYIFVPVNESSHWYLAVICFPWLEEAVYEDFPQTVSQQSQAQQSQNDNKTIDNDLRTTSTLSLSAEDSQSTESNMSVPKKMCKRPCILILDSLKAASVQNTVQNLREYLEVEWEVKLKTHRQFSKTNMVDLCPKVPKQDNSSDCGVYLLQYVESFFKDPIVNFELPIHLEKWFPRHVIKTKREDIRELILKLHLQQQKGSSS
Apaf1 inhib = blocks human Apaf-1 apoptosome activity; O14727; reconstituted apoptosome caspase-3 activity, DEVD-Rh110 fluorescence; inhibition, % at 20 µM; actives 0.71% (n = 330,000); active means inhibition of at least 40% at 20 µM;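 further: plate controls were DMSO wells for no effect and DEVD-CHO caspase inhibitor wells for full effect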
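Material: reconstituted apoptosome with Apaf-1, cytochrome c, caspase-9, procaspase-3, dATP; medium: pH 7.5 Hepes buffer with CHAPS, BSA, DTT; also added: cytochrome c and DEVD-Rh110 substrate; timing: 30 min plus 50 min, RT; signal: Rh110 fluorescence intensity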
SENP8 block-1 = blocks human SENP8 cleavage of Nedd8 substrate; recombinant SENP8, Nedd8 substrate fluorescence; inhibition, % at 20 µM; actives 0.64% (n = 360,000); AID 602440; in the data active means inhibition mostly above about 40%, no sharp cut-off; inactive means mostly below about 27%
Target sequence (Q96LD8 whole entry, looked up): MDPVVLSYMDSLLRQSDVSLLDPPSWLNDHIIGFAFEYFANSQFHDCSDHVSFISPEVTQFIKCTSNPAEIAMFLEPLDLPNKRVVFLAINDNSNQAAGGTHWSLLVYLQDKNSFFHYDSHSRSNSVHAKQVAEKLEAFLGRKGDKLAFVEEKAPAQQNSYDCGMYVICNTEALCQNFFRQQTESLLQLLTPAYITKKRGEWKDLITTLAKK
UBC13 inh = inhibitors of human UBC13 polyubiquitin chain formation; TR-FRET; actives 0.47% (n = 330,000); inhibition, % at 20 µM; P61088; AID 485273; in the data active means inhibition above about 45%, passing the limit was not always enough
SENP8 block-2 = blocks the human protease SENP8 | inhibition, % at 10 µM | purified SENP8, Z-RLRGG-aminoluciferin cleavage, luminescence | Q96LD8 | actives 1.2% (n = 330,000) | AID 2540; in the data active means inhibition above about 50%
SENP1 inh = SENP1 (human) catalytic domain inhibition; actives 0.21% (n = 360,000); inhibition, % at 10 µM; AID 624204; recombinant SENP1 catalytic domain, CyPet-SUMO1-YPet FRET cleavage;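 active means inhibition at least 30% at 10 µM, raw YFP signal under a set limit, fluorescence ratio 0.5 to 1.5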;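 further: 0% = enzyme with DMSO and 100% = no enzyme wells; some results filed as inactive read as strong as hits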
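Test system: hSENP1 catalytic domain, recombinant; Amount: 20 pM final SENP1 enzyme; Medium: Tris pH 8 buffer plus EDTA, NaCl, BME, BSA, NP40, catalase; Schedule: 50 min enzyme reaction, room temperature, light-protected; Technique: FRET fluorescence in CFP and YFP emission channels; Controls: no-enzyme wells low, DMSO-plus-enzyme wells high control.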
* hit, by the source's call; i = inactive.

SMILES	SENP7 block	A3G deaminase	Apaf1 inhib	SENP8 block-2	UBC13 inh	SENP6 block	SENP1 inh	SENP8 block-1
CC(OC(=O)c1nn(C(C)C)c(=O)c2ccccc12)C(=O)Nc1ncc(Cl)cc1Cl (stereo unspecified)	3	0	7	-6	12	11	-2	4
CCCCOc1ccc(C(=O)NCC(=O)NCc2ccncc2)cc1	-1	-14	5	-6	-2	-5	2	12
COc1cc(NC(=S)NCCCN2CCOCC2)cc(OC)c1OC	-11	-8	-5	-13	-2	11	2	12
COc1ccc(F)cc1C1=CC(=O)C[C@H](c2ccc3c(c2)OCO3)C1	-16	-6	6	-11	-8	-17	3	-9
COc1ccc(C2C(C(C)=O)=C(O)C(=O)N2c2cccnc2)c(OC)c1 (stereo unspecified)	11	2	13	3	-10	6	3	3
Cc1cccc(C)c1NC(=O)Cn1c(CN2CCCCC2)nc2ccccc2c1=O	-7	-7	10	-8	-3	-24	2	19
Cc1ccccc1CNC(=O)CN1C(=O)c2ccccc2S1(=O)=O	-4	-11	-1	-1	1	-25	3	12
CCCCN(CC)CCNC(=O)c1[nH]c(C)c(C(C)=O)c1C	2	-6	2	0	7	-3	1	24
C(=N\c1c(-c2ccccc2)nc2n1CCS2)/c1ccccc1	-5	-5	41*	-7	-4	-22	-1	-44
CC(=O)Nc1ccc(S(=O)(=O)Nc2nc3ccccc3nc2Nc2ccccc2)cc1	6	-5	1	5	-1	5	-11	-410
CN(c1ccccc1)S(=O)(=O)c1ccc(C(=O)NCc2ccccn2)cc1	2	-9	-18	-1	8	-8	1	12
Cc1onc(-c2c(F)cccc2Cl)c1C(=O)NCc1ccccn1	-2	-3	-3	4	6	1	1	13
C=CCn1c(N)c(C(=O)N2CCOCC2)sc1=S	-2	-7	-15	5	-1	-8	1	17
Cc1ccc2nc3c(cc2c1)c(NC(=O)c1ccco1)nn3CC(C)C	-6	-5	0	5	10	3	-34	-449
Cc1ccc2c(c1)N(C(=O)CCC(=O)N1CCC(C(N)=O)CC1)CC(C)O2 (stereo unspecified)	-2	-6	-14	10	0	-4	-1	5

Going on with the list.
SMILES	SENP7 block	A3G deaminase	Apaf1 inhib	SENP8 block-2	UBC13 inh	SENP6 block	SENP1 inh	SENP8 block-1
CCN(Cc1ccccc1)C(=O)Cn1c(=O)n(-c2ccc(OC)cc2OC)c(=O)c2c(C)c(C)sc21	-2	-5	-11	5	2	-8	1	19
Nc1nc2c(C(=O)N3CCOCC3)nnn2c2ccccc12	-7	-8	3	-5	11	-16	-2	-460
O=C(Cc1ccccc1[N+](=O)[O-])N1CCN(S(=O)(=O)c2ccccc2)CC1	1	0	2	-2	-7	3	-1	8
CCc1nnc(NC(=O)CSc2nccn2-c2ccccc2)s1	-7	-8	-4	-7	0	5	-1	4
Cc1ccc(C2Oc3ccccc3C3=C2C(c2cccs2)n2ncnc2N3)cc1 (stereo unspecified)	8	-1	20	2	3	7	1	-154
CN(C)c1cccc2c(S(=O)(=O)Nc3ccccn3)cccc12	23	3	38	13	0	26	5	-407
C=CCCN(C1CCCC1)S(=O)(=O)c1ccccc1Br	-4	0	3	-5	-6	4	-1	5
O=C(Nc1ccc(SC(F)F)cc1)c1ccc2c(=O)n3c(nc2c1)CCC3	-15	-7	6	-17	3	-32	2	13
COc1cccc(C(C)NC(=O)C2CCCC2)c1 (stereo unspecified)	3	-6	-12	-1	3	10	2	12
CN(C(=O)CSc1nc2ccccc2o1)C1CCCCC1	-6	-6	10	-5	0	11	1	3
COc1ccc(C)cc1CN(C)c1ccc(S(=O)(=O)N2CCN(C)CC2)cn1	0	-7	18	-7	3	-5	2	-33
Cc1cccc(NC(=O)CCS(=O)(=O)c2cccc3nsnc23)c1C	6	-4	5	6	-4	-10	3	41*
Cc1ccccc1CSc1nnc(NC(=O)C2COc3ccccc3O2)s1 (stereo unspecified)	-1	-3	6	-8	2	20	2	13
Clc1ccc(-n2nnc(-c3cccnc3Cl)n2)cn1	7	3	3	-14	5	-11	-2	i
COCCN(Cc1nc2ccccc2c(=O)[nH]1)C(=O)COc1cccc(C(C)=O)c1	-2	-7	-11	15	4	9	0	0

(further entries)
SMILES	SENP7 block	A3G deaminase	Apaf1 inhib	SENP8 block-2	UBC13 inh	SENP6 block	SENP1 inh	SENP8 block-1
CCN(CC)CCCNC(=O)c1cc(Nc2ccc(OC)cc2OC)nc2ccccc12	3	-6	4	4	7	0	2	8
CC(=O)Nc1cc2c(cc1NC(=O)c1cnccn1)OCCO2	-5	-3	0	-2	-1	0	1	24
CCC12CC3CC(C1)CC(C(=O)NNC(N)=O)(C3)C2	0	-5	-17	5	4	-6	-1	5
CCN(CC)CCN(Cc1cc2cc3c(cc2[nH]c1=O)OCO3)C(=S)NCCOC	-18	-6	6	-7	-10	-11	1	-302
COc1ccc(NS(=O)(=O)c2ccc(NC(=O)c3ccc(N(C)S(C)(=O)=O)cc3)cc2)cc1	13	1	-1	4	7	1	1	16
O=c1c(-c2ccccc2)coc2c(CN3CCOCC3)c(O)ccc12	11	-2	8	-4	9	14	4	-408
Cc1cc(C)nc(NC(=O)c2ccc([N+](=O)[O-])o2)n1	3	10	-4	7	-7	17	-2	38
COc1cc(C(=O)NCc2nnc(SCC(=O)c3ccccc3)o2)cc(OC)c1OC	-2	-12	-13	5	-3	3	1	11
O=[N+]([O-])c1cccc(C(=S)N2CCN(c3ccccc3F)CC2)c1	-8	-9	17	-4	-3	-26	0	14
O=C(OCn1nnc2ccccc2c1=O)c1cc(-c2ccccc2Cl)nc2ccccc12	6	-1	15	0	-2	4	1	-3
CCc1ccc2c(c1)C(O)(CC(=O)c1cccs1)C(=O)N2 (stereo unspecified)	-11	-2	2	-4	-14	-9	1	14
CC(=O)c1ccc(NC(=O)c2noc(C(C)C)c2[N+](=O)[O-])cc1	3	-4	-127	-7	-10	-3	1	16
CCOc1ccc(Cl)cc1S(=O)(=O)NCc1ccccn1	-7	-7	-6	5	0	5	1	3
Fc1cccc(F)c1CSc1nc2ccccc2[nH]1	74*	-5	2	52*	-20	77*	2	9
O=C(CCCN1C(=O)c2cccc3cccc(c23)C1=O)NCc1ccco1	-5	-7	0	-9	-9	-27	-4	-236

Next section
SMILES	SENP7 block	A3G deaminase	Apaf1 inhib	SENP8 block-2	UBC13 inh	SENP6 block	SENP1 inh	SENP8 block-1
c1ccc(Cn2c(NCc3ccccn3)nc3ccccc32)cc1	-5	0	-1	11	7	-5	0	17
CCC(CC)NC(=O)Cc1ccccc1OC	7	-5	-2	7	-2	-33	1	18
C1=CCC(/C=N/n2cnnc2)CC1 (stereo unspecified)	3	-5	-11	-4	1	-11	4	25
COCCn1c(-c2ccc(OC)cc2)c(-c2ccc(OC)cc2)oc1=O	-6	-3	13	-5	-3	-12	1	-105
Clc1ccccc1Cn1nnc2c(N3CCOCC3)nc(C3CC3)nc21	15	-6	13	6	-3	14	2	17
O=C(CSc1ccc(-c2ccccn2)nn1)NC1CCCC1	4	-7	-12	-4	7	6	1	-13
Cc1ccc(OCc2nnc(NC(=O)c3cccnc3)s2)cc1	-1	-1	0	-11	-25	-23	0	-5
CCCC1CCC(=NNC(=O)OC(C)(C)C)CC1 (stereo unspecified)	-3	-8	-16	-4	6	-1	-1	9
CCN(Cc1ccccc1)S(=O)(=O)c1ccc(C(=O)N(CCCN(C)C)c2nc3c(F)cccc3s2)cc1	6	0	19	7	24	7	2	19
Cc1cc(NC(=O)C(C)SCC(=O)Nc2nc3c(F)cc(F)cc3s2)no1 (stereo unspecified)	-9	-3	12	-13	-14	4	-20	-18
Cc1cc(C)n(C(=O)Cn2nc([N+](=O)[O-])cc2C)n1	2	-5	-10	1	-15	8	-1	21
CCN(CC)S(=O)(=O)c1ccc(S(=O)(=O)N2CCN(C(=O)c3ccco3)CC2)cc1	-4	-8	-11	-3	-8	0	1	22
COc1ccc(Cl)cc1C(=O)NNC(=S)NC1CCCC1	3	-9	-6	-1	-10	-8	3	3
Cc1ccc(C)c(NS(=O)(=O)c2cc(C(=O)N3CCCC3)ccc2Cl)c1	-8	-4	7	-3	3	-22	3	10
CNC(=S)N(CCc1ccccc1)Cc1cc2cc(OC)c(OC)cc2[nH]c1=O	10	-3	2	3	-1	12	4	-427

3 entries drawn at random from the list so far:
SMILES	SENP7 block	A3G deaminase	Apaf1 inhib	SENP8 block-2	UBC13 inh	SENP6 block	SENP1 inh	SENP8 block-1
CCN(CC)S(=O)(=O)c1ccc(S(=O)(=O)N2CCN(C(=O)c3ccco3)CC2)cc1	-4	-8	-11	-3	-8	0	1	22
Cc1ccc(C)c(NS(=O)(=O)c2cc(C(=O)N3CCCC3)ccc2Cl)c1	-8	-4	7	-3	3	-22	3	10
C1=CCC(/C=N/n2cnnc2)CC1 (stereo unspecified)	3	-5	-11	-4	1	-11	4	25

(listing goes on)
SMILES	SENP7 block	A3G deaminase	Apaf1 inhib	SENP8 block-2	UBC13 inh	SENP6 block	SENP1 inh	SENP8 block-1
Cc1ccnc2nc(C(=O)OCCOc3ccc(Cl)cc3)nn12	9	2	9	-3	-6	6	2	14
CCCc1ccc2oc(C(=O)N(C)CCn3ccnc3C)c(C)c2c1	-1	-2	5	3	3	10	1	10
CC(C)c1ccc(NC(=S)NN2CCOCC2)cc1	0	-9	-9	-2	13	-8	2	18
CCCc1nc2nc(C)c(NS(=O)(=O)c3ccc(CC(C)C)cc3)c(=O)n2[nH]1	-3	1	12	-7	-8	-15	1	8
Cc1ccc(S(=O)(=O)/N=C(/Nc2ccc([N+](=O)[O-])cc2[N+](=O)[O-])c2ccccc2)cc1	8	-2	3	2	-42	4	-3	8
Cn1c2c(c(=O)n(C)c1=O)C(CC(=O)Nc1ccccc1)C(=O)N2 (stereo unspecified)	1	-1	2	0	13	3	2	0
COCC(=O)N1CCCC(N(C)CCc2ccc(OC)c(OC)c2)C1 (stereo unspecified)	11	-1	0	3	-1	-2	0	-1
Cc1ccc(-n2c(-c3c(-c4ccccc4)noc3C)n[nH]c2=S)cc1	7	-4	-8	0	3	2	8	2
COc1cc(OC)c(OC)cc1C=NCC1(c2ccccc2)CCCC1	7	-3	-15	1	2	46	-1	-144
COc1ccccc1CNC(=O)CN1CCC(NC(=O)c2ccccc2F)CC1	-4	-5	3	-11	-7	-13	1	10
COc1ccc(S(=O)(=O)Nc2cccnc2)cc1OC	-5	-5	-10	-4	7	9	-2	5
